# TcdB inh: blocks C. difficile toxin B glycohydrolase activity | inhibition, % at 9.99 µM | TcdB glycohydrolase enzymatic assay, plate reader | 350,000 tested, 0.24% active; in the data active = inhibition above about 10%
# Target sequence (P18177 whole entry, looked up): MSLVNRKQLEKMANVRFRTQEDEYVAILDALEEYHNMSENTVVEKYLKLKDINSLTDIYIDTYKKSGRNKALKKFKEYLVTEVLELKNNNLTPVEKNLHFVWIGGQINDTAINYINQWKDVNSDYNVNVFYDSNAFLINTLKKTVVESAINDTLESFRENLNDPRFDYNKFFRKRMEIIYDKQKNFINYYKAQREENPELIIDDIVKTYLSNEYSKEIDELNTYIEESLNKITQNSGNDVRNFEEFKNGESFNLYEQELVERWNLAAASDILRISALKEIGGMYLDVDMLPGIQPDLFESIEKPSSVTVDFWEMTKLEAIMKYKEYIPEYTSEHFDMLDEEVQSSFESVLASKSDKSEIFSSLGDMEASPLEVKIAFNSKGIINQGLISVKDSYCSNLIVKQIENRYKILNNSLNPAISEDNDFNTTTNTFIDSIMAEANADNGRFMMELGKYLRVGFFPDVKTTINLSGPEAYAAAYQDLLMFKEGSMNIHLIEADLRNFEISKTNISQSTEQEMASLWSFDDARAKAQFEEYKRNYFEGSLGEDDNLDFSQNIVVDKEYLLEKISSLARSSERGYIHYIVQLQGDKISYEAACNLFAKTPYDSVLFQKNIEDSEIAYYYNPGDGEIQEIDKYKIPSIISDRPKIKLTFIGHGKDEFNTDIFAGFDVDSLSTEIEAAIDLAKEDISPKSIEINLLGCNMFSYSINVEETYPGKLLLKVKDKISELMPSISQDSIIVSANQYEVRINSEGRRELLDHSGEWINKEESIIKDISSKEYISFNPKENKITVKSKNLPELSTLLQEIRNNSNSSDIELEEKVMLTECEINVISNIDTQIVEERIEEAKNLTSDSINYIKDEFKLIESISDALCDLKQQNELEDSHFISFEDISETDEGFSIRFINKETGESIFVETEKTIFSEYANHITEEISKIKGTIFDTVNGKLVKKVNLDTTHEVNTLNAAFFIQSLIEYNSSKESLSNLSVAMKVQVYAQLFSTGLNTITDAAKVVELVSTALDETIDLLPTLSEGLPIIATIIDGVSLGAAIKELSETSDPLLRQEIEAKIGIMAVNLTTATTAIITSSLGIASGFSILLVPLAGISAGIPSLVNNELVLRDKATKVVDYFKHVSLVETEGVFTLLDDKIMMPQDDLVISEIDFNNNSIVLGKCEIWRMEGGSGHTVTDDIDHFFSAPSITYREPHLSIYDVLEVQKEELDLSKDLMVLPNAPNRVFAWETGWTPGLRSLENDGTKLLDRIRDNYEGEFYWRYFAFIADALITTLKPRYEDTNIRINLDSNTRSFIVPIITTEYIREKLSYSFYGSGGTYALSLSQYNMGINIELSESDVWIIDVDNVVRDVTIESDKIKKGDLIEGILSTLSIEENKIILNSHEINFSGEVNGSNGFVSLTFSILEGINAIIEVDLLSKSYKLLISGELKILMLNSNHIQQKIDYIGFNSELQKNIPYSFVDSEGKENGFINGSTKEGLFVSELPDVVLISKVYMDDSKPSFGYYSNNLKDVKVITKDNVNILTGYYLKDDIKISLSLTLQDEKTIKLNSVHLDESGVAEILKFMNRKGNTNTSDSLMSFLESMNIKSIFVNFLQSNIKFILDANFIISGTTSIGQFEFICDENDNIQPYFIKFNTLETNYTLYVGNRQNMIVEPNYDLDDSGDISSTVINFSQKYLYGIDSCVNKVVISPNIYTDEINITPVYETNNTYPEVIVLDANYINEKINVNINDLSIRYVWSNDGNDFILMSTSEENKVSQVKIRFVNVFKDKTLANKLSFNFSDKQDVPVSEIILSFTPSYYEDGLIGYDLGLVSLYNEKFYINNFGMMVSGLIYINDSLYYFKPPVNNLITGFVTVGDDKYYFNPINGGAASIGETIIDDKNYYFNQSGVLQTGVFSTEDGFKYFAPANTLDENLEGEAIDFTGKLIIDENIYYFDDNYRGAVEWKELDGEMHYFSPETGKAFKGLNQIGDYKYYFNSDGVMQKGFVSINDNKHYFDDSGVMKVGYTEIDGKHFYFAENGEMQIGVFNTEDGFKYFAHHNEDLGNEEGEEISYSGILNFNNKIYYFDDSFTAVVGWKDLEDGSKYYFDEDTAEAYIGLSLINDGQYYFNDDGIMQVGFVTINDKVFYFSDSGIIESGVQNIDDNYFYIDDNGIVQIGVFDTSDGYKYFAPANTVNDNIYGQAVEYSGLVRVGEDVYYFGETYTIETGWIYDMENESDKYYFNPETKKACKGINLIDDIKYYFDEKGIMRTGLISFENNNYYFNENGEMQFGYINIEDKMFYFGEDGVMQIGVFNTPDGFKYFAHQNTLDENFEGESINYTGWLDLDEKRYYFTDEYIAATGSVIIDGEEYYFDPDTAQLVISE
# Starred values were filed as active, the others as inactive; & = joins results of further samples. This is a subset; count on the stated rates, not on these rows.
SMILES,TcdB inh
C[C@H](CO)N1C[C@H](C)[C@@H](CN(C)Cc2ccccn2)Oc2cc(C#CCN(C)C)ccc2S1(=O)=O,-0.4
O=C(C1CC1)N1[C@@H](CO)[C@@H](c2ccccc2)C12CN(Cc1cncnc1)C2,0.6
C[C@H]1CN([C@@H](C)CO)C(=O)c2cc(NS(=O)(=O)c3ccccc3)ccc2O[C@H]1CN(C)Cc1ccc(C(F)(F)F)cc1,-15
CC(C)CC#Cc1ccc([C@H]2[C@H](CO)N3CCCCN(C(=O)NC4CCCC4)C[C@@H]23)cc1,-4.0
CCN1[C@@H]2c3ccc(-c4ccc(F)cc4)c(=O)n3C[C@@H]2[C@@H](CO)[C@@H]1C(=O)NCCc1cn(C)cn1,0.4
C[C@@H]1CN([C@H](C)CO)C(=O)c2cc(NC(=O)CCCN(C)C)ccc2O[C@@H](C)CCCCO[C@H]1CN(C)S(=O)(=O)c1ccccc1,-4.4
CCNC(=O)[C@@H]1[C@@H](CO)[C@@H]2Cn3c(ccc(-c4ccc(F)cc4)c3=O)[C@H]1N2C(=O)c1ccccn1,-0.6
C[C@H](CO)N1C[C@H](C)[C@@H](CN(C)Cc2ccc(F)cc2)Oc2cc(C#CC(C)(C)O)ccc2S1(=O)=O,0.6
CCCC(=O)Nc1ccc2c(c1)C(=O)N(C)[C@H]1CC[C@@H](CC(=O)NCc3ccccc3)O[C@@H]1CO2,-1.0
C/C=C/c1ccc2c(c1)O[C@H](CN(C)Cc1cccc(F)c1)[C@@H](C)CN([C@@H](C)CO)S2(=O)=O,0.3
C[C@H](CO)N1C[C@H](C)[C@@H](CN(C)Cc2ccccc2)Oc2cc(C#CC3CC3)ccc2S1(=O)=O,-0.3
O=C(O)C[C@H]1C=C[C@H](NC(=O)CCN2CCCCC2)[C@@H](CO)O1,0.1
CO[C@@H](CN(C)C(=O)C1CCOCC1)[C@@H](C)CN([C@@H](C)CO)S(=O)(=O)c1ccccc1,0.6
COc1ccc(S(=O)(=O)N(C)C[C@@H]2OCCCC[C@H](C)Oc3ccc(NC(=O)Nc4ccc(C(F)(F)F)cc4)cc3C(=O)N([C@@H](C)CO)C[C@H]2C)cc1,0.1
C[C@@H]1CN([C@H](C)CO)C(=O)Cc2cc(N(C)C)ccc2O[C@@H]1CN(C)Cc1ccccc1,-3.8
O=C(C[C@@H]1C[C@H]2c3cc(NC(=O)c4cccnc4)ccc3O[C@H]2[C@H](CO)O1)NCc1ccccc1F,-1.8
CC(=O)Nc1ccc2c(c1)C(=O)N(C)[C@@H]1CC[C@@H](CC(=O)NCc3ccccc3)O[C@@H]1CO2,-0.3
O=C(C[C@@H]1CC[C@@H]2NC[C@H](O)COC[C@H]2O1)N1CCc2ccccc2C1,-0.7
C[C@H](CO)N1C[C@H](C)[C@@H](CN(C)Cc2ccncc2)Oc2cc(C3=CCCCC3)ccc2S1(=O)=O,-0.4
CO[C@H]1CN(C)C(=O)c2ccc(NC(C)=O)cc2OC[C@@H](C)N(C(=O)C2CCC2)C[C@H]1C,0.3

# Part of the list above in order of SMILES length, low to high:
SMILES,TcdB inh
O=C(O)C[C@H]1C=C[C@H](NC(=O)CCN2CCCCC2)[C@@H](CO)O1,0.1
O=C(C[C@@H]1CC[C@@H]2NC[C@H](O)COC[C@H]2O1)N1CCc2ccccc2C1,-0.7
C[C@@H]1CN([C@H](C)CO)C(=O)Cc2cc(N(C)C)ccc2O[C@@H]1CN(C)Cc1ccccc1,-3.8
CO[C@H]1CN(C)C(=O)c2ccc(NC(C)=O)cc2OC[C@@H](C)N(C(=O)C2CCC2)C[C@H]1C,0.3
C[C@H](CO)N1C[C@H](C)[C@@H](CN(C)Cc2ccccc2)Oc2cc(C#CC3CC3)ccc2S1(=O)=O,-0.3
C[C@H](CO)N1C[C@H](C)[C@@H](CN(C)Cc2ccncc2)Oc2cc(C3=CCCCC3)ccc2S1(=O)=O,-0.4
CCCC(=O)Nc1ccc2c(c1)C(=O)N(C)[C@H]1CC[C@@H](CC(=O)NCc3ccccc3)O[C@@H]1CO2,-1.0
C/C=C/c1ccc2c(c1)O[C@H](CN(C)Cc1cccc(F)c1)[C@@H](C)CN([C@@H](C)CO)S2(=O)=O,0.3
C[C@H](CO)N1C[C@H](C)[C@@H](CN(C)Cc2ccc(F)cc2)Oc2cc(C#CC(C)(C)O)ccc2S1(=O)=O,0.6
CCNC(=O)[C@@H]1[C@@H](CO)[C@@H]2Cn3c(ccc(-c4ccc(F)cc4)c3=O)[C@H]1N2C(=O)c1ccccn1,-0.6
COc1ccc(S(=O)(=O)N(C)C[C@@H]2OCCCC[C@H](C)Oc3ccc(NC(=O)Nc4ccc(C(F)(F)F)cc4)cc3C(=O)N([C@@H](C)CO)C[C@H]2C)cc1,0.1

# More entries.
SMILES,TcdB inh
CC=Cc1ccc2n(c1=O)C[C@H]1[C@H](CO)[C@@H](C(=O)NCCCN(C)C)[C@@H]2N1Cc1nccs1 (mixture of isomers),-0.2
C[C@@H]1CN([C@@H](C)CO)C(=O)Cc2cc(NC(=O)Nc3ccccc3)ccc2O[C@H]1CN(C)Cc1ccc(Oc2ccccc2)cc1,1.2
C[C@H](CO)N1C[C@H](C)[C@@H](CN(C)CC2CCCCC2)Oc2c(NS(=O)(=O)c3ccc(Cl)cc3)cccc2C1=O,0.5
O=C(C[C@H]1C[C@@H]2c3cc(NS(=O)(=O)c4ccccc4)ccc3O[C@@H]2[C@@H](CO)O1)NCC1CC1,-0.6
CC(C)NC(=O)N(C)C[C@H]1Oc2cc(-c3ccccc3)ccc2S(=O)(=O)N([C@H](C)CO)C[C@H]1C,0.9
O=C(CC(F)(F)F)N1C[C@H]2[C@@H](c3ccccc31)[C@H](CO)N2C(=O)C1CCCC1,-0.3
CC(C)NC(=O)N(C)C[C@H]1Oc2ccc(NS(=O)(=O)c3ccccc3)cc2CC(=O)N([C@H](C)CO)C[C@@H]1C,-2.7
C[C@H](CO)N1C[C@H](C)[C@H](CN(C)Cc2cccc(C(=O)O)c2)Oc2ncc(C#CCN(C)C)cc2C1=O,0.1
COc1cccc(NC(=O)N(C)C[C@@H]2OCc3ccccc3-c3c(n(C)c4ccccc34)C(=O)N([C@H](C)CO)C[C@H]2C)c1,0.4
COc1ccc(CN(C)C[C@H]2Oc3ccc(NC(=O)Nc4ccc5c(c4)OCO5)cc3C(=O)N([C@H](C)CO)C[C@@H]2C)cc1,0.2
C[C@@H]1CCCCO[C@H](CN(C)Cc2ccc(Cl)c(Cl)c2)[C@@H](C)CN([C@H](C)CO)C(=O)c2cc(NC(=O)CCCCCC(=O)Nc3ccccc3N)ccc2O1,0.6
COc1ccc(S(=O)(=O)Nc2ccc3c(c2)C(=O)N([C@@H](C)CO)C[C@H](C)[C@@H](CN(C)S(=O)(=O)c2ccc(C)cc2)OCCCC[C@@H](C)O3)cc1,-0.1
O=C(C[C@@H]1CC[C@@H]2[C@H](COC[C@@H](O)CN2Cc2ccccc2F)O1)N[C@@H]1CCN(Cc2ccccc2)C1,-1.2
COc1cccc(NC(=O)N2[C@@H]3CNC[C@H]2C3c2ccc(-c3cccc(C(=O)N(C)C)c3)cc2)c1 (some centres not stated),-1.3&0.0
CC(C)NC(=O)Nc1ccc2c(c1)C(=O)N([C@H](C)CO)C[C@@H](C)[C@H](CN(C)Cc1ccc(C(F)(F)F)cc1)OCCCC[C@@H](C)O2,-0.8
COc1ccc(C#Cc2ccc([C@@H]3[C@@H](CO)N4C(=O)CN(C(=O)c5ccc(F)cc5)C[C@H]34)cc2)cc1,0.7
Cc1ccc(S(=O)(=O)Nc2ccc3c(c2)C(=O)N([C@@H](C)CO)C[C@@H](C)[C@@H](CN(C)Cc2ccc(C(F)(F)F)cc2)OCCCC[C@@H](C)O3)cc1,-0.5
C[C@@H]1CN([C@H](C)CO)S(=O)(=O)c2ccc(C#CC3CC3)cc2O[C@@H]1CN(C)Cc1ccc(F)cc1,0.3
OC[C@@H]1[C@@H](c2ccc(-c3cccc(F)c3)cc2)[C@H]2CN(CCC(F)(F)F)CCCCN12,1.4
Cc1ccc(S(=O)(=O)Nc2ccc3c(c2)CC(=O)N([C@@H](C)CO)C[C@@H](C)[C@@H](CN(C)S(=O)(=O)c2cn(C)cn2)O3)cc1,0.6
CC(C)NC(=O)N(C)C[C@H]1OCCCC[C@@H](C)Oc2ccc(NC(=O)Nc3ccc(C(F)(F)F)cc3)cc2C(=O)N([C@@H](C)CO)C[C@H]1C,0.2
CO[C@H]1CN(C)C(=O)c2cc(NS(=O)(=O)c3ccccc3F)ccc2OC[C@@H](C)NC[C@@H]1C,1.5
C[C@@H]1CCCCO[C@@H](CN(C)C(=O)c2ccccc2)[C@@H](C)CN([C@@H](C)CO)C(=O)c2cc(NC(=O)c3ccccc3)ccc2O1,1.0
C[C@@H]1CN([C@H](C)CO)C(=O)c2cc(-c3ccccc3)cnc2O[C@H]1CN(C)C(=O)c1cccnc1,1.8
C[C@H](NC(=O)C[C@H]1C[C@@H]2c3cc(NC(=O)CN(C)C)ccc3O[C@@H]2[C@H](CO)O1)c1ccccc1,-1.3
C[C@@H]1CCCCO[C@H](CN(C)C(=O)C2CCCCC2)[C@H](C)CN([C@@H](C)CO)C(=O)c2cc(NC(=O)c3ccncc3)ccc2O1,0.4
C[C@@H]1CN([C@H](C)CO)C(=O)c2cccc(NS(=O)(=O)c3ccc(F)cc3)c2O[C@H]1CN(C)C,0.1
C[C@@H]1CN([C@H](C)CO)C(=O)Cc2cc(NS(=O)(=O)c3cccs3)ccc2O[C@H]1CN(C)Cc1ccc(C(F)(F)F)cc1,-0.5
COc1ccc(S(=O)(=O)N(C)C[C@@H]2Oc3ccc(NS(=O)(=O)c4c(C)noc4C)cc3C(=O)N([C@H](C)CO)C[C@H]2C)cc1,0.7
C[C@H]1CN([C@@H](C)CO)C(=O)c2cc(NC(=O)Cn3cnnn3)ccc2O[C@H]1CN(C)CC1CC1,-6.1
C[C@H](CO)N1C[C@H](C)[C@H](CN(C)Cc2cccc(F)c2)Oc2ncc(C#CCc3ccccc3)cc2C1=O,-0.4
Cc1ccc(S(=O)(=O)N[C@H]2C=C[C@H](CC(=O)NCc3ccc(Cl)c(Cl)c3)O[C@@H]2CO)cc1,0.3
O=C(C[C@H]1C[C@@H]2c3cc(NS(=O)(=O)c4ccc(F)cc4)ccc3O[C@@H]2[C@H](CO)O1)NCc1ccc(Oc2ccccc2)cc1,-0.4
CN1CCN(C(=O)C[C@@H]2C[C@@H]3c4cc(NC(=O)Nc5ccc(F)cc5)ccc4O[C@@H]3[C@H](CO)O2)CC1,-0.6
COc1cccc(C#Cc2ccc([C@@H]3[C@@H](CO)N(C(=O)c4ccccn4)[C@H]3C#N)cc2)c1,0.4
CN(C[C@H]1[C@@H](c2ccccc2)[C@H](CO)N1C(=O)C1CCC1)C(=O)c1ccccn1,-0.3
CO[C@@H]1CN(C)C(=O)c2ccc(NC(=O)C3CCC3)cc2OC[C@@H](C)N(Cc2ccccn2)C[C@H]1C,0.0
CCCNC(=O)C[C@H]1CC[C@@H]2[C@H](COC[C@H](O)CN2Cc2ccc(Cl)c(Cl)c2)O1,-0.8
CCC(=O)N1CC2(C1)[C@H](c1ccccc1)[C@H](CO)N2C(=O)c1cccnc1,-0.8
C[C@@H]1CN([C@@H](C)CO)C(=O)c2cc(NC(=O)c3ccccc3)ccc2O[C@@H](C)CCCCO[C@@H]1CN(C)Cc1ccc(C(=O)O)cc1,-1.4
COCC(=O)N[C@H]1CC[C@@H](CC(=O)N2CCCCC2)O[C@H]1CO,-0.3
CC(C)NC(=O)N1C[C@@H]2[C@H](c3ccccc31)[C@H](CO)N2C(=O)c1ccccc1,-0.2
CC(=O)N(C)C[C@H]1Oc2cc(C#CCN(C)C)ccc2S(=O)(=O)N([C@@H](C)CO)C[C@H]1C,-0.1
C[C@@H]1CN([C@@H](C)CO)S(=O)(=O)c2ccc(C#Cc3ccncc3)cc2O[C@@H]1CN(C)C(=O)c1ccncc1,0.8
CCCCCNC(=O)C(c1ccc(OC)cc1)n1c(=O)c(-c2ccco2)nc2ccccc21 (configuration not stated),-1.8
C/C=C/c1cnc2c(c1)C(=O)N([C@@H](C)CO)C[C@H](C)[C@H](CN(C)CC1CCOCC1)O2,0.2
CN1CCN(C(=O)C[C@H]2CC[C@H]3[C@@H](COC[C@H](O)CN3CC3CCCC3)O2)CC1,-22
O=C(O)C[C@@H]1CC[C@H](NC(=O)Nc2cc(F)ccc2F)[C@H](CO)O1,-1.5
CN(C)CC(=O)Nc1ccc2c(c1)[C@@H]1C[C@@H](CC(=O)NC3CCCC3)O[C@@H](CO)[C@@H]1O2,-0.5
C[C@@H]1CCCCO[C@@H](CN(C)S(=O)(=O)c2ccccc2)[C@H](C)CN([C@H](C)CO)C(=O)c2cc(NC(=O)NC3CCCCC3)ccc2O1,0.5
# Remaining list, next part
SMILES,TcdB inh
C[C@H]1CN([C@@H](C)CO)C(=O)c2cccc(NS(=O)(=O)c3ccccc3)c2O[C@H]1CN(C)Cc1ccncc1,-0.7
COCc1cn(CC[C@@H]2CC[C@@H](NC(=O)Nc3ccc(C(F)(F)F)cc3)[C@@H](CO)O2)nn1,-1.5
N#C[C@@H]1[C@@H](c2ccccc2-c2cccc(F)c2)[C@H](CO)N1C(=O)C1CCOCC1,-0.6
CO[C@H]1CN(C)C(=O)c2cc(NC(=O)C3CC3)ccc2OC[C@H](C)N(CC2CC2)C[C@H]1C,1.3
COc1ccc(S(=O)(=O)Nc2ccc3c(c2)CC(=O)N([C@@H](C)CO)C[C@@H](C)[C@@H](CN(C)Cc2ccc(Oc4ccccc4)cc2)O3)cc1,0.2
C[C@H]1CN([C@@H](C)CO)C(=O)Cc2cc(NC(=O)Cn3cnnn3)ccc2O[C@@H]1CN(C)Cc1ccccc1,-0.1
CCNC(=O)C[C@@H]1CC[C@@H]2[C@H](COc3ccc(NC(=O)c4ccc5c(c4)OCO5)cc3C(=O)N2C)O1,-2.3
C[C@H](NC(=O)C[C@H]1C[C@H]2c3cc(NC(=O)CC4CC4)ccc3O[C@H]2[C@@H](CO)O1)c1ccccc1,0.8
C[C@@H]1CN([C@H](C)CO)C(=O)c2cc(NC(=O)c3ccncc3)ccc2O[C@@H](C)CCCCO[C@@H]1CN(C)Cc1ccccc1,0.4
CNC[C@H]1Oc2ccc(NS(=O)(=O)c3ccc(C)cc3)cc2CC(=O)N([C@H](C)CO)C[C@@H]1C,-0.5
C[C@@H]1CN([C@@H](C)CO)C(=O)c2c(c3ccccc3n2C)-c2ccccc2CO[C@@H]1CN(C)S(=O)(=O)c1ccc(C(F)(F)F)cc1,-3.4

# Bioassay records: PubChem BioAssay, Broad Institute
